Compound activity: PubChem BioAssay, several laboratories
MLLE-PAM2 inh: inhibitors of microRNA-mediated deadenylation, human PABP1 MLLE binding; P11940; GST-MLLE / FITC-PAM2 fluorescence polarization; inhibition, % at 20 µM; 360,000 tested, 0.36% active; AID 588489; in the data active = inhibition above about 35%, passing the limit was not always enough;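 note: plate controls were DMSO wells with GST-MLLE for no effect and wells lacking GST-MLLE protein for full effect; some results filed as inactive read as strong as hits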
eLon inh: inhibits E. coli Lon protease; purified E. coli Lon protease, fluorescence polarization; P0A9M0; inhibition, % at 7.94 µM; AID 602123; 360,000 tested, 0.42% active; in the data active = inhibition above about 13%, passing the limit was not always enough;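 note: 0% = enzyme with probe and DMSO and 100% = no enzyme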
Target sequence (P0A9M0 whole entry, looked up): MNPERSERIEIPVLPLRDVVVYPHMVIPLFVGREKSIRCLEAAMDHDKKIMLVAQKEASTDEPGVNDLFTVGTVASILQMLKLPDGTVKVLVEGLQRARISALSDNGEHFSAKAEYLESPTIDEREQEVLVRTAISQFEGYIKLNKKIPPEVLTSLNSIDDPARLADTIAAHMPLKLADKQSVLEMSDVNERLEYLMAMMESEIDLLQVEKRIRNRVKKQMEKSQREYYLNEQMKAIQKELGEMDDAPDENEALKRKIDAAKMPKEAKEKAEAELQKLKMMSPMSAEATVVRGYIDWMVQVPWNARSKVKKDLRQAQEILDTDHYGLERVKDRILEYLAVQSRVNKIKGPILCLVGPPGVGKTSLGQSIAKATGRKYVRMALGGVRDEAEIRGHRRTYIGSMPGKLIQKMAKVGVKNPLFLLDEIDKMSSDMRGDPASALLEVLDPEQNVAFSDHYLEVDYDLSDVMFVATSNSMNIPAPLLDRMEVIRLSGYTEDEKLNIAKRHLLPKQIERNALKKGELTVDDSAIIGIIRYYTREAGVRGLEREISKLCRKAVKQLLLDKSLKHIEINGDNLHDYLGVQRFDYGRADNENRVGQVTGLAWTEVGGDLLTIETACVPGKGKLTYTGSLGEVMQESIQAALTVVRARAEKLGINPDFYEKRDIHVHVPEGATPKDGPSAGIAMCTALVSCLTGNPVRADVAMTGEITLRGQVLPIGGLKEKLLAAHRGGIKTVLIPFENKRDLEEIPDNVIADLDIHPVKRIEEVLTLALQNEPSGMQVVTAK
SKN-1 block: inhibitors of C. elegans SKN-1 | C. elegans VP596 Pgst-4::GFP/RFP ratio, acrylamide-induced, 24 h | inhibition, % at 21.8 µM | 360,000 tested, 0.49% active | AID 624304;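 active = interference check ratio from 0.5 to 1.5 plus GFP to RFP signal ratio inhibition reaching or exceeding a fixed threshold, cut at about 30% in these data, passing the limit was not always enough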; note: some compounds called inactive have numbers as strong as hits
MT1-MMP act inh: blocks activation of human MT1-MMP | P50281 | HT1080 RFP-PRO-GFP cells, GFP/RFP ratio fluorescence, overnight; percent of plate control window, DMSO zero | GFP/RFP ratio change, % at 20 µM | 360,000 tested, 0.061% active | AID 651647;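 active = GFP/RFP ratio change of at least 30% with cell ATP level not reduced by more than half and red fluorescence within 50% of control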; note: strong numbers were not always called active
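Assay system: HT1080 RFP-PRO-GFP cells | Dosing: 20 µM single dose, 1% DMSO | Incubation: Cells overnight before dosing, compound overnight, 37 °C, 5% CO2 | Evaluation: GFP/RFP fluorescence ratio | Control set: DMSO-only wells and HT1080 RFP-L50D-GFP cell wells as references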
FAS-TE inh: inhibitors of human fatty acid synthase thioesterase domain; P49327; recombinant FAS-TE, OMFH fluorogenic substrate, fluorescence endpoint; inhibition, % at 15 µM; 360,000 tested, 0.67% active;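 active = compounds whose normalised, plate-corrected inhibition of enzyme fluorescence in the single-dose primary screen is 50% or more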;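 note: 0% = DMSO with enzyme and 100% = substrate without enzyme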
Neddylation inh: cullin neddylation inhibition; TR-FRET cullin neddylation, biochemical; calls only at 25 µM; 360,000 tested, 0.58% active; AID 651699; P61081+Q13564; in the data active = inhibition above about 36%
Rin1 Abl inh: inhibitors of human Rin1-Abl protein interaction; 360,000 tested, 0.4% active; AID 588664; inhibition, % at 7.35 µM; TR-FRET Rin1/Abl binding, biochemical; P00519+Q13671; in the data active = inhibition above about 5%, passing the limit was not always enough
bovine MsrA act: activators of bovine methionine sulfoxide reductase A; 360,000 tested, 0.3% active; activation, % at 10.6 µM; purified bovine MsrA, absorbance read-out; in the data active = activation above about 7.5%;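 note: 0% = vehicle and 100% = reference activator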
CendR NRP1 mod: modulators of CendR peptide binding to human neuropilin-1 | FAM-RPARPAR peptide binding to NRP-1, fluorescence polarization | inhibition, % at 25 µM | 360,000 tested, 0.85% active;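 active = inhibition or corrected inhibition above about 18%, plus a signal ratio from 0.5 to 1.5, limit read from the data, passing the limit was not always enough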; note: strong numbers were not always called active
Active calls of the source: *.

How did COC(=O)CCCCC1SCC2NC(=O)NC21 (stereo not drawn) do in these assays?
MLLE-PAM2 inh: -8; eLon inh: -6; SKN-1 block: -2; MT1-MMP act inh: -2; FAS-TE inh: -10; Neddylation inh: inactive; Rin1 Abl inh: 12*; bovine MsrA act: -8; CendR NRP1 mod: -28

What do the screens show for `COCCN(CCOC)S(=O)(=O)NC[C@H]1O[C@@H](n2cnc3c(N)ncnc32)[C@H](O)[C@@H]1O`?
MLLE-PAM2 inh: 8; eLon inh: -3; SKN-1 block: 5; MT1-MMP act inh: -1; FAS-TE inh: -7; Neddylation inh: inactive; Rin1 Abl inh: 0; bovine MsrA act: -8; CendR NRP1 mod: -10

What do the screens show for `O=C(COC(=O)C12CC3CC(CC(O)(C3)C1)C2)NCCc1ccc(Cl)cc1`?
MLLE-PAM2 inh: -7; eLon inh: 4; SKN-1 block: 14; MT1-MMP act inh: -7; FAS-TE inh: -5; Neddylation inh: inactive; Rin1 Abl inh: 2; bovine MsrA act: -10; CendR NRP1 mod: -6

How did CC(Sc1nnnn1C)C(=O)NC1CCCC1 (stereo not drawn) do in these assays?
MLLE-PAM2 inh: -1; eLon inh: -4; SKN-1 block: 2; MT1-MMP act inh: 2; FAS-TE inh: -6; Neddylation inh: inactive; Rin1 Abl inh: 3; bovine MsrA act: -4; CendR NRP1 mod: 8

Results for COc1ccc(S(=O)(=O)N2CCCC(C(=O)O)C2)cc1Cl (stereo not drawn) ?
MLLE-PAM2 inh: 11; eLon inh: -2; SKN-1 block: -11; MT1-MMP act inh: 5; FAS-TE inh: -11; Neddylation inh: inactive; Rin1 Abl inh: -1; bovine MsrA act: -4; CendR NRP1 mod: 2

What do the screens show for `O=C(/C=C/NNC(=O)c1cccc(Br)c1)c1cccc(Br)c1`?
MLLE-PAM2 inh: -5; eLon inh: 2; SKN-1 block: 18; MT1-MMP act inh: 3; FAS-TE inh: 16; Neddylation inh: inactive; Rin1 Abl inh: 4; bovine MsrA act: -1; CendR NRP1 mod: -23

Results for COc1ccc([C@@H]2[C@@H]3C(=O)N(C(C)(C)C)C(=O)[C@@H]3[C@]3(Cc4ccc(Cl)cc4)C(=O)N(c4ccc(C)cc4)C(=O)N23)cc1 ?
MLLE-PAM2 inh: -6; eLon inh: -4; SKN-1 block: -8; MT1-MMP act inh: -2; FAS-TE inh: 92*; Neddylation inh: inactive; Rin1 Abl inh: 1; bovine MsrA act: -2; CendR NRP1 mod: 12

How did O=C(CSc1nncc(=O)[nH]1)NC1CCCCC1 do in these assays?
MLLE-PAM2 inh: 33; eLon inh: 8; SKN-1 block: 7; MT1-MMP act inh: 1; FAS-TE inh: -2; Neddylation inh: inactive; Rin1 Abl inh: 1; bovine MsrA act: -3; CendR NRP1 mod: 11

Results for CC(CC(=O)Nc1ccc2c(c1)c(=O)n(C)n2-c1cccs1)c1ccccc1 (stereo not drawn) ?
MLLE-PAM2 inh: -15; eLon inh: -10; SKN-1 block: 12; MT1-MMP act inh: -3; FAS-TE inh: -5; Neddylation inh: inactive; Rin1 Abl inh: -3; bovine MsrA act: -3; CendR NRP1 mod: 4

How did O=C(Cn1cnc2sc3c(c2c1=O)CCCC3)NCC(=O)Nc1c(F)cccc1F do in these assays?
MLLE-PAM2 inh: 0; eLon inh: -6; SKN-1 block: 13; MT1-MMP act inh: -3; FAS-TE inh: 2; Neddylation inh: inactive; Rin1 Abl inh: -6; bovine MsrA act: 1; CendR NRP1 mod: 1

What do the screens show for `C[C@@H](N)C(=O)N[C@H]1CCC2C3CC=C4C[C@@H](O)CC[C@]4(C)C3CC[C@@]21C` (stereo partly drawn)?
MLLE-PAM2 inh: -2; eLon inh: -7; SKN-1 block: 26; MT1-MMP act inh: -4; FAS-TE inh: -3; Neddylation inh: inactive; Rin1 Abl inh: -1; bovine MsrA act: -2; CendR NRP1 mod: -7

How did CCCCN(CCCNC(=O)C1CCN(C(=O)c2cc3sccc3n2C)CC1)Cc1ccccc1 do in these assays?
MLLE-PAM2 inh: 13; eLon inh: 5; SKN-1 block: 1; MT1-MMP act inh: -1; FAS-TE inh: -6; Neddylation inh: inactive; Rin1 Abl inh: -1; bovine MsrA act: 2; CendR NRP1 mod: 3

Results for Cn1ccc2c(-c3ccc(C(C)(C)C)cc3)cc3c(c21)C1CCC3O1 (stereo not drawn) ?
MLLE-PAM2 inh: -3; eLon inh: -9; SKN-1 block: 30; MT1-MMP act inh: -3; FAS-TE inh: 30; Neddylation inh: inactive; Rin1 Abl inh: 0; bovine MsrA act: -3; CendR NRP1 mod: -7

Results for CC(=O)Cc1nsc(NC(=O)C2Cc3ccccc3C(=O)O2)n1 (stereo not drawn) ?
MLLE-PAM2 inh: 9; eLon inh: -4; SKN-1 block: 6; MT1-MMP act inh: 3; FAS-TE inh: -4; Neddylation inh: inactive; Rin1 Abl inh: 0; bovine MsrA act: 1; CendR NRP1 mod: -14

What do the screens show for `Cc1ccc(NC(=S)NC(=O)c2ccc(F)cc2)cc1S(=O)(=O)Nc1ccccc1Cl`?
MLLE-PAM2 inh: 31; eLon inh: 6; SKN-1 block: -2; MT1-MMP act inh: 6; FAS-TE inh: 27; Neddylation inh: inactive; Rin1 Abl inh: -3; bovine MsrA act: -13; CendR NRP1 mod: -8

How did O=C(CSc1nnnn1C1CCCCC1)N1CCCC1 do in these assays?
MLLE-PAM2 inh: -4; eLon inh: -17; SKN-1 block: 8; MT1-MMP act inh: -5; FAS-TE inh: -8; Neddylation inh: inactive; Rin1 Abl inh: -2; bovine MsrA act: -2; CendR NRP1 mod: 1

How did COc1ccc(C)cc1NC(=O)CSc1nc2ccccc2nc1N1CCCCC1 do in these assays?
MLLE-PAM2 inh: -5; eLon inh: -2; SKN-1 block: 22; MT1-MMP act inh: -5; FAS-TE inh: 18; Neddylation inh: inactive; Rin1 Abl inh: -2; bovine MsrA act: -3; CendR NRP1 mod: -11

What do the screens show for `COc1ccc(NC(=O)CSCC(=O)Nc2ccc(S(=O)(=O)N3CCCC3)cc2)cc1`?
MLLE-PAM2 inh: -30; eLon inh: -10; SKN-1 block: 11; MT1-MMP act inh: -3; FAS-TE inh: 6; Neddylation inh: inactive; Rin1 Abl inh: -1; bovine MsrA act: -2; CendR NRP1 mod: 10

What do the screens show for `CC(C)OP(=O)(c1ccccc1)c1ccccc1`?
MLLE-PAM2 inh: -9; eLon inh: 3; SKN-1 block: 0; MT1-MMP act inh: -3; FAS-TE inh: -2; Neddylation inh: inactive; Rin1 Abl inh: 0; bovine MsrA act: -6; CendR NRP1 mod: 9

How did Cc1cc(NC(=O)Nc2cccs2)no1 do in these assays?
MLLE-PAM2 inh: 6; eLon inh: -8; SKN-1 block: 5; MT1-MMP act inh: 0; FAS-TE inh: -3; Neddylation inh: inactive; Rin1 Abl inh: -7; bovine MsrA act: 0; CendR NRP1 mod: 8

Quoted at random: two entries already listed
Results for CC(=O)Cc1nsc(NC(=O)C2Cc3ccccc3C(=O)O2)n1 (stereo not drawn) ?
MLLE-PAM2 inh: 9; eLon inh: -4; SKN-1 block: 6; MT1-MMP act inh: 3; FAS-TE inh: -4; Neddylation inh: inactive; Rin1 Abl inh: 0; bovine MsrA act: 1; CendR NRP1 mod: -14

What do the screens show for `COc1ccc(NC(=O)CSCC(=O)Nc2ccc(S(=O)(=O)N3CCCC3)cc2)cc1`?
MLLE-PAM2 inh: -30; eLon inh: -10; SKN-1 block: 11; MT1-MMP act inh: -3; FAS-TE inh: 6; Neddylation inh: inactive; Rin1 Abl inh: -1; bovine MsrA act: -2; CendR NRP1 mod: 10

Continued:
How did O=C1CCC(C(=O)OCC(=O)Nc2ccc(SC(F)F)cc2)=NN1 do in these assays?
MLLE-PAM2 inh: 29; eLon inh: 2; SKN-1 block: 0; MT1-MMP act inh: -1; FAS-TE inh: -8; Neddylation inh: inactive; Rin1 Abl inh: -2; bovine MsrA act: -2; CendR NRP1 mod: -4

What do the screens show for `COc1cccc(N2CCN(C(C)C(=O)NC34CC5CC(CC(C5)C3)C4)CC2)c1` (stereo not drawn)?
MLLE-PAM2 inh: -6; eLon inh: -1; SKN-1 block: 0; MT1-MMP act inh: 0; FAS-TE inh: 7; Neddylation inh: inactive; Rin1 Abl inh: 2; bovine MsrA act: 0; CendR NRP1 mod: -10

What do the screens show for `CC(=O)CSc1nc2ccccc2s1`?
MLLE-PAM2 inh: 11; eLon inh: 9; SKN-1 block: 34*; MT1-MMP act inh: 0; FAS-TE inh: -4; Neddylation inh: inactive; Rin1 Abl inh: -2; bovine MsrA act: 1; CendR NRP1 mod: 11

What do the screens show for `Cc1ccccc1N1CCN(C(=O)c2cc(-c3ccccc3)nc3c2cnn3C(C)C)CC1`?
MLLE-PAM2 inh: -3; eLon inh: -1; SKN-1 block: -10; MT1-MMP act inh: 1; FAS-TE inh: -8; Neddylation inh: inactive; Rin1 Abl inh: -1; bovine MsrA act: -2; CendR NRP1 mod: -3

What do the screens show for `COC(=O)c1ccc(C(=O)OC)c(NC(=O)CN(C)Cc2ccccc2)c1`?
MLLE-PAM2 inh: -10; eLon inh: -10; SKN-1 block: -1; MT1-MMP act inh: -5; FAS-TE inh: 29; Neddylation inh: inactive; Rin1 Abl inh: 1; bovine MsrA act: -6; CendR NRP1 mod: 2

What do the screens show for `COC(=O)c1[nH]c2cc(OC)c(OC)cc2c1NC(=O)CN1C[C@H]2C[C@@H](C1)c1cccc(=O)n1C2`?
MLLE-PAM2 inh: 6; eLon inh: 1; SKN-1 block: 4; MT1-MMP act inh: -1; FAS-TE inh: -2; Rin1 Abl inh: -1; bovine MsrA act: -2; CendR NRP1 mod: -2

What do the screens show for `Cc1ccsc1-c1cc(C(=O)O)c2c(ccc3ccccc32)n1`?
MLLE-PAM2 inh: 4; eLon inh: -4; SKN-1 block: -4; MT1-MMP act inh: -4; FAS-TE inh: -2; Rin1 Abl inh: -4; bovine MsrA act: 0; CendR NRP1 mod: -2

What do the screens show for `Cc1cccc(NC(=S)NN2CCN(C)CC2)c1`?
MLLE-PAM2 inh: 11; eLon inh: 1; SKN-1 block: -8; MT1-MMP act inh: 7; FAS-TE inh: -3; Neddylation inh: inactive; Rin1 Abl inh: 0; bovine MsrA act: -18; CendR NRP1 mod: 4

Results for Cc1cccc2[nH]c(CN(C)C(=O)C3CCC(=O)N(CCc4ccccc4)C3)nc12 (stereo not drawn) ?
MLLE-PAM2 inh: 3; eLon inh: -4; SKN-1 block: 8; MT1-MMP act inh: 4; FAS-TE inh: -6; Neddylation inh: inactive; Rin1 Abl inh: 1; bovine MsrA act: -2; CendR NRP1 mod: 22

Results for COc1ccccc1NS(=O)(=O)c1ccc2c(c1)n(C)c(=O)n2C ?
MLLE-PAM2 inh: 17; eLon inh: 7; SKN-1 block: -13; MT1-MMP act inh: 5; FAS-TE inh: -6; Neddylation inh: inactive; Rin1 Abl inh: 3; bovine MsrA act: -6; CendR NRP1 mod: -4

What do the screens show for `O=C(O)c1ccc(N=Cc2nc(-c3ccco3)oc2O)cc1`?
MLLE-PAM2 inh: 1; eLon inh: -1; SKN-1 block: 3; MT1-MMP act inh: -1; FAS-TE inh: -6; Neddylation inh: inactive; Rin1 Abl inh: -2; bovine MsrA act: -9; CendR NRP1 mod: -28

Results for Clc1ccc(N2CCN(Cc3ccc(Br)o3)CC2)cc1 ?
MLLE-PAM2 inh: -2; eLon inh: 5; SKN-1 block: 2; MT1-MMP act inh: 4; FAS-TE inh: 14; Neddylation inh: inactive; Rin1 Abl inh: 1; bovine MsrA act: -9; CendR NRP1 mod: 4

Results for CCN(C[C@H]1N[C@@](C)(C(=O)OC)[C@H]2C(=O)N(Cc3ccccc3)C(=O)[C@@H]12)S(=O)(=O)c1ccc(C(C)(C)C)cc1 ?
MLLE-PAM2 inh: -5; eLon inh: 6; SKN-1 block: -8; MT1-MMP act inh: -3; FAS-TE inh: 20; Neddylation inh: inactive; Rin1 Abl inh: -1; bovine MsrA act: 2; CendR NRP1 mod: -7
